PI4K2A block – inhibitors of human PI4K2A; Q9BTU6; purified PI4K2A, ADP-Glo luminescence, 1 h; active compounds read low; activity change, negative = inhibition, % at 76.9 µM; 420,000 tested, 0.13% active; in the data active = activity change below about -50%; inconclusive = mostly about -30% to -49%;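 note: -100% = wells without enzyme as full effect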
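Compounds are screened against recombinant PI4K2A using PI as substrate and ATP, the latter dispensed at 300 microM. Reactions run one hour at ambient temperature before ADP-Glo detection; full inhibition defined by wells lacking enzyme.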
USP1-UAF1 inh – inhibitors of human USP1/UAF1 deubiquitinase. recombinant USP1/UAF1, Ub-Rhodamine cleavage fluorescence. Potency, µM (top dose mostly 57.1 µM), inactives show at the top dose activity change, negative = inhibition, hits mostly inhibitors. AID 743255. 390,000 tested, 0.23% active. O94782; note: potency is the fitted concentration of half-maximal effect; % is set by controls: 0 for no effect and ±100 for the full control effect; nearly all actives have a fitted effect of over 60% in size; inactives centre near -12
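1 nM enzyme complex + cpd, 15 min RT; start with Ub-Rho 150nM final; kinetic fluorescence ex 480/em 540, 6 reads q60 s. Buffer 50mM HEPES pH 7.8, 0.5mM EDTA, 0.1 mg/ml BSA, 1mM TCEP, 0.01% Tween-20.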
TRHR enhancer – TRH receptor (human) allosteric enhancement; P34981; TRHR cells, fluo-8 calcium fluorescence, EC20 TRH enhancement; enhancement, % at 2 µM; 360,000 tested, 0.66% active; in the data active = enhancement above about 30%; note: 0% is about no effect
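TRHR-expressing cells loaded with fluo-8 calcium dye were read kinetically (ex 480/em 530) during compound addition, then stimulated with an EC20 of TRH (10 nM final). Enhancement of the Gq-mediated intracellular calcium response was scored.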
D2 antagonist – antagonists of human D2 dopamine receptor. 340,000 tested, 2% active. HEK293 TREx D2 cells, calcium flux, dopamine EC80. inhibition, % at 10 µM. AID 485344; in the data active = inhibition above about 30%; note: 0% is about no effect
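Tetracycline-induced HEK293 TREx cells expressing D2 receptor forced-coupled to calcium signalling, loaded with no-wash calcium dye. Compounds added and calcium flux read 180 s, then dopamine added at EC80 and read a further 180 s.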
D2 ag – agonists of human D2 dopamine receptor; HEK293 T-REx D2 cells, calcium flux agonist mode; AID 485358; 340,000 tested, 0.53% active; activation, % at 2 µM;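 active = activation over 3 SD above normal in the single-dose calcium agonist read, cut at about 30% in these data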; note: 0% is about no effect
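Tetracycline-induced HEK293 T-REx cells with force-coupled D2 receptor, plated overnight at 30 C, loaded with no-wash calcium dye. After a 10 s baseline, compound was pin-added and calcium flux read kinetically for 180 s; calcium rises flagged agonists.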
rTrxR1 inhibitor – rat TrxR1 inhibition; O89049; recombinant rTrxR1, NADPH fluorescence consumption, selenite substrate; Potency, µM (titrated, usually from 114 µM), for the others: at the highest dose activity change, negative = inhibition, actives largely listed as inhibitors; 390,000 tested, 1% active; AID 588453; note: potency is the fitted concentration of half-maximal effect; % is set by controls: 0 for no effect and ±100 for the full control effect; nearly all actives have a fitted effect of over 65% in size
Target sequence (O89049 whole entry, looked up): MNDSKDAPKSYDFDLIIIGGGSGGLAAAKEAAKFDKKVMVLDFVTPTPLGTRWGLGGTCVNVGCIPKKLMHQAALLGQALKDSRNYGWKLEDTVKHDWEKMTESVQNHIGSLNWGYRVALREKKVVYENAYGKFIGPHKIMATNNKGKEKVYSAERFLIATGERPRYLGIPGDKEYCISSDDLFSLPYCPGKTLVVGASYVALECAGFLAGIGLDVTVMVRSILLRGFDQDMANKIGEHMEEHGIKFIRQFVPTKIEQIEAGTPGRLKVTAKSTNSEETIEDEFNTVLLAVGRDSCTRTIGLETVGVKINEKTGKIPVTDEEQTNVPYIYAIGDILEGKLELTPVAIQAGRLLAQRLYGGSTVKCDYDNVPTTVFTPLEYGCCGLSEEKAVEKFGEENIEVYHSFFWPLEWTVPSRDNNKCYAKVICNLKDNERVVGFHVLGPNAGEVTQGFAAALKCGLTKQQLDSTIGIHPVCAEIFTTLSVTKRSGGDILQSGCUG
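Rat TrxR1 (90 nM in the dispensed reagent) was pre-reduced with 400 uM NADPH for 5 min at room temperature, then incubated with compound for 15 min. After 400 uM selenite was added, NADPH fluorescence (Ex 340/Em 450 nm) was followed for 8 min.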
IDH1 R132H inh – blocks human mutant IDH1 R132H enzyme; AID 602179; Potency, µM (top dose mostly 76.6 µM), inactives show at the highest dose activity change, negative = inhibition, actives largely listed as inhibitors; IDH1-R132H enzyme, NADPH consumption, diaphorase/resazurin fluorescence; O75874; 390,000 tested, 0.093% active; note: potency is the fitted concentration of half-maximal effect; % is set by controls: 0 for no effect and ±100 for the full control effect; nearly all actives have a fitted effect of over 65% in size
Target sequence (O75874 whole entry R132H, stated change not applied): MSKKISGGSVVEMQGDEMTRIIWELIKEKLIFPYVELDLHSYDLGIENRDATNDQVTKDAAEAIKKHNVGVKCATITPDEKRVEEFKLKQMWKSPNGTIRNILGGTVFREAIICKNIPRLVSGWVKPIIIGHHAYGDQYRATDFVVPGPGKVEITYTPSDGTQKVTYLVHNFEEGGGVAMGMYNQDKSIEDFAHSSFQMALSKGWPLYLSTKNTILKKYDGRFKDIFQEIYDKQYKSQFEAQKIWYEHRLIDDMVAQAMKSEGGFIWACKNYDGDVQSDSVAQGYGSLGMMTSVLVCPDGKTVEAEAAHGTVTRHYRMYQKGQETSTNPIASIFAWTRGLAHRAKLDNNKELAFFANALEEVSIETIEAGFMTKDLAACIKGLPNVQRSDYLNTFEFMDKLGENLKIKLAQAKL
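IDH1-R132H (0.5 ug/mL dispensed) in pH 7.5 Tris buffer was preincubated 30 min with compound, then given a substrate mix of 0.016 mM NADPH and 2 mM alpha-KG for 80 min at room temperature; remaining NADPH was read by diaphorase/resazurin fluorescence.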
TrxR1 substrate – is turned over as a substrate by rat TrxR1. purified TrxR1 substrate turnover, NADPH consumption readout. O89049. 390,000 tested, 0.01% active. Potency, µM (titrated, usually from 114 µM), inactives show at the top dose activity change, negative = substrate turnover; note: potency is the fitted concentration of half-maximal effect; % is set by controls: 0 for no effect and ±100 for the full control effect; nearly all actives have a fitted effect of over 50% in size
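Rat TrxR1, dispensed at 90 nM, was prereduced with 400 uM NADPH (final) for 5 min at ~22 deg C, then incubated with compound 15 min before 400 uM selenite. A first-read NADPH fluorescence drop versus no-compound background flagged substrates.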
TRHR agonist – TRH receptor (human) agonism; activation, % at 2 µM; TRHR cells, calcium flux fluo-8, FDSS agonist mode; P34981; 360,000 tested, 0.18% active; in the data active = activation above about 30%; note: 0% is about no effect
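TRHR-expressing cells loaded with fluo-8 calcium dye; 23 nL library compound pin-transferred, kinetic FDSS fluorescence (Ex 480/Em 530) recorded about 180 s for agonist-induced calcium release, before a 10 nM TRH EC20 addition for potentiator mode.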
* = called active by the depositor; ? = inconclusive; · = no result given; & = joins results of further samples; [ ] = dose if it differs, or a comment. Unless noted, calls come from the whole dose curve; as a rule, active = well fitted inhibition curve with a large enough effect; inconclusive = small, poorly fitted or top-dose-only effect; inactive = no such curve, though single readings can be large or run the other way.

no.	SMILES	TrxR1 substrate	TRHR agonist	D2 ag	IDH1 R132H inh	PI4K2A block	D2 antagonist	rTrxR1 inhibitor	USP1-UAF1 inh	TRHR enhancer
1	O=C(NCc1ccc(F)cc1)C1CCN(S(=O)(=O)c2cccnc2)CC1	0%	0.2	1.3	7%	3	-11	25%	-3%	2
2	O=C(CN1C(=O)c2ccccc2S1(=O)=O)NCc1ccc2c(c1)OCO2	6%	0.0	0.1	0%	-1	-1	21%	-2%	-5
3	CC1CCCCC1NC(=O)Cn1cccc1C(=O)c1ccccc1 (configuration not stated)	-5%	-0.6	-0.3	2%	5	-10	4%	-22%	4
4	Cc1cc(C)c(NC(=O)CCn2nnc3ccccc32)c(C)c1	-2%[57.1 µM]	0.5	0.3	1%	2	-6	-2%[57.1 µM]	-30%	-1
5	Cc1cccnc1NC1OC(=O)c2ccccc21 (configuration not stated)	17%[57.1 µM]	-0.9	-0.6	18%	-1	3	25%[57.1 µM]	-13%	0
6	COc1ccc(CCN2CC(C(=O)N(C)Cc3ccccc3OC)CCC2=O)cc1 (configuration not stated)	-5%	-0.3	0.6	-9%	-2	-2	2%	-7%	-2
7	COc1ccc(C(=O)NCC2(c3ccc(OC)c(OC)c3)CCCC2)c(OC)c1	-4%	0.6	0.5	-1%	4	10	14%	-18%	13
8	O=C(NCCCN1CCOCC1)c1cccc(S(=O)(=O)N2CCOCC2)c1	1%	-1.4	-0.4	-3%	-2	6	28%	-21%	1
9	O=C(CN1C(=O)/C(=C/c2ccco2)SC1=S)Nc1ccc(C(=O)O)c(O)c1	-7%	-0.3	-2.0	-5%	-14	-7	7%	?	0
10	Cc1cccc2nc(=S)n(C(=O)c3ccco3)n12	-3%	-0.6	0.2	-3%	-13	16	-17%	0%	-3
11	Cc1ccsc1/C=C1/SC(N2CC(C)OC(C)C2)=NC1=O (configuration not stated)	0%[57.1 µM]	-1.0	·	4%	9	·	-1%[57.1 µM]	-5%	2
12	CC(=O)c1ccc(N2CCN(S(=O)(=O)c3ccc4c(c3)CC(C)N4C(=O)C3CC3)CC2)cc1 (configuration not stated)	4%	1.1	-0.4	-6%	0	-16	29%	-22%	6
13	COc1ccc(C(O)P(=O)(OC(C)C)c2ccc(N(C)C)cc2)c(OC)c1 (configuration not stated)	-7%	0.6	0.2	-8%	-4	0	2%	-10%	-1
14	O=C(c1ccc(Cl)c(S(=O)(=O)N2CCCCC2)c1)N1CCCCCC1	-6%	-1.3	-0.3	8%	0	9	-6%	-14%	-2
15	COC(=O)c1scc(C)c1N/N=C(\C)c1cc(F)c(Cl)cc1F	12%	0.1	0.6	5%	-5	5	23%	0%	3
16	O=C(NCC1COc2ccccc2O1)Nc1ccccc1F (configuration not stated)	-1%	0.5	0.2	2%	-1	-12	11%	-13%	2
17	O=C(COC(=O)c1cccc(S(=O)(=O)N2CCOCC2)c1)Nc1ncc(Cl)cc1Cl	2%	0.2	1.0	16%	4	20	8%	-25%	5
18	COC(=O)C(N)Cc1ccc(Cl)cc1 (configuration not stated)	8%[57.1 µM]	-0.7	-1.0	1%	4&-3	-8	11%[57.1 µM]	-16%	9
19	CC(=O)NCc1ccc(C(=O)CSc2nnc(C3CC3)n2C2CC2)cc1	1%	0.3	-1.8	-3%	-2	-22	-7%	-1%	1
20	O=c1cc(O)nc(SC23CC4CC(CC(C4)C2)C3)[nH]1	6%[57.1 µM]	-0.1	-0.4	-1%	-3	-23	-17%[57.1 µM]	-17%	5
21	O=S(=O)(c1cccc(-c2nc3n(n2)Cc2ccccc2-3)c1)N1CCCC1	-4%	-1.1	-0.3	4%	-2	-13	19%	1%	6
22	O=C(NNC(=O)OCc1ccccc1)OCc1ccccc1	-13%	·	·	-2%	4	·	-18%	-5%	·
23	COc1cc(NC(=O)C2CCN(S(=O)(=O)c3ccc4c(c3)oc(=O)n4C)CC2)cc(OC)c1	-1%	-0.5	-0.1	0%	0	·	15%	-21%	1
24	CCCc1ccc(OCC(O)CN2CCN(C(=O)OCC)CC2)cc1 (configuration not stated)	0%	-0.5	8.9	0%	-4	-9	20%	-20%	-4
25	Cc1cc(C(=O)OCC(=O)Nc2cccc(S(=O)(=O)N(C)C)c2)c(C)o1	-9%	-0.5	-1.1	-16%	2	18	-17%	-7%	6

Part of the list above, showing only TRHR enhancer, TrxR1 substrate and TRHR agonist:
nr	Structure	TRHR enhancer	TrxR1 substrate	TRHR agonist
20	O=c1cc(O)nc(SC23CC4CC(CC(C4)C2)C3)[nH]1	5	6%[57.1 µM]	-0.1
21	O=S(=O)(c1cccc(-c2nc3n(n2)Cc2ccccc2-3)c1)N1CCCC1	6	-4%	-1.1

Continued.
no.	SMILES	TrxR1 substrate	TRHR agonist	D2 ag	IDH1 R132H inh	PI4K2A block	D2 antagonist	rTrxR1 inhibitor	USP1-UAF1 inh	TRHR enhancer
26	C=CCC(C(=O)OC)(C(=O)OC)c1ccc([N+](=O)[O-])cn1	7%	-0.6	0.1	3%	3	-2	19%	-22%	0
27	COc1ccc(NC(=O)CN(C)C(=O)/C=C/c2ccc(OCc3ccccc3)cc2)cc1	5%[57.1 µM]	-0.3	0.6	-1%	2	-6	12%[57.1 µM]	-5%	0
28	CC(C)CCC(C(=O)O)C(C)CC(=O)Nc1ccn(-c2ccccc2)n1 (configuration not stated)	0%	0.5	0.2	-1%	-1	-5	13%	-20%	2
29	COc1ccccc1NC(=O)CN1C(=O)NC(C)(C)C1=O	6%	0.0	-0.3	5%	3	6	18%	5%	-4
30	COC(=O)c1c(NC(=O)c2ccc(OC(C)C)cc2)sc2c1CC(C)(C)NC2(C)C	4%	0.4	-0.9	9%	-3	-8	17%	-2%	17
31	COc1cccc(C(=O)NNC(=O)C(=O)Nc2cccc3ccccc23)c1	-2%	1.4	1.0	6%	2	3	5%	0%	-6
32	Cc1cc(NC(=O)C2CC2)n(-c2nc3ccccc3s2)n1	-2%[57.1 µM]	-0.9	5.7	6%	11	14	0%[57.1 µM]	?	0
33	Cc1nc(NC(=O)c2ccccc2)sc1-c1csc(Nc2ccc(C(=O)O)cc2)n1	-7%	-0.9	-2.7	1%	-3	1	-12%	-9%	-6
34	O=C(/C=C/c1ccc2c(c1)OCO2)NCCSCc1cccc(Cl)c1	7%	2.2	2.3	5%	2	-9	14%	-15%	-6
35	O=C(CCN1CCCCC1)Nc1cccc(Cl)c1	-8%	1.0	-0.3	-2%	0	57*	6%[57.1 µM]	-17%	5
36	CCc1ccccc1NC(=O)CSc1ncc2c(n1)-c1ccccc1N(C)S2(=O)=O	10%[57.1 µM]	0.8	1.1	10%	-6	·	18%[57.1 µM]	-35%	-5
37	COc1cc(C2NC(=O)NC(C)=C2C(=O)OC2CCCCC2)cc(Cl)c1O (configuration not stated)	2%	-0.3	0.0	2%	2	12	17%	-19%	1
38	CC(=O)N1CCN(Cc2nc3cc(NC(=O)c4ccccc4)ccc3n2C)CC1	-6%	-0.2	0.1	-1%	3	7	-5%[57.1 µM]	-22%	-3
39	Cc1cc(C(=O)N/N=C/c2ccc([N+](=O)[O-])cc2)c(C)o1	-3%	-1.0	-1.1	-2%	-2	8	5%[57.1 µM]	-23%	18
40	COc1ccc(CCNC(=O)C(C)Sc2ccccc2)cc1OC (configuration not stated)	8%	·	·	3%	-13	·	29%	3%	·
41	Cc1cccc(NC(=O)c2cnn(-c3ccccc3)c2C)c1C	4%[57.1 µM]	-0.6	-0.3	19%	-3	-8	4%[57.1 µM]	-26%	5
42	COc1ccc(-c2csc(-c3c(N)c(C(=O)c4ccc(OC)c(OC)c4)n4ccccc34)n2)cc1	-7%	1.2	-0.6	·	-2	·	-5%	-23%	0
43	CC(=O)Nc1ccc(NC(=O)Cn2cc3c(n2)CCCCC3)cc1	2%	0.1	-0.9	10%	-1	·	9%	0%	-4
44	Cn1c(Cn2nnc3ccccc32)nnc1SCC(=O)N1c2ccccc2Sc2ccccc21	-5%	-0.4	-0.1	5%	9	-10	15%	-8%	0
45	COC(=O)C1=C(O)C(C(=O)OC)C(c2ccc(C)cc2)C(C#N)(C#N)C1c1ccc(C)cc1 (configuration not stated)	0%	0.0	0.1	-2%	-1	6	7%	-14%	-1
46	CC1CCCC(=C\c2ccccc2)/C1=N/O (configuration not stated)	-9%	-0.2	-1.2	1%	-1	-13	-8%	-15%	4
47	CCC1c2ccccc2C(=O)C1C(N)=O (configuration not stated)	-4%[11.4 µM]	·	·	3%	14	·	-4%[11.4 µM]	-14%	·
48	COCCN(C(=O)c1ccc(C)o1)c1c(N)n(CC(C)C)c(=O)[nH]c1=O	5%	0.6	0.0	3%	-13	5	8%	-3%	-1
49	COc1ccc(N(CC(=O)NC2CCCCC2)C(=O)CNC(=O)c2cccs2)cc1OC	6%	-1.3	0.7	-3%	-2	4	23%	-11%	10
50	O=C(COC(=O)COc1ccc(Cl)cc1Br)NCc1cccs1	2%	-0.4	2.4	6%	-3	8	10%	-10%	12
51	Cc1ccccc1N1CCN(C2CCCN(C(=O)c3cc(CC(C)C)nn3C)C2)CC1 (configuration not stated)	3%	-0.8	0.1	0%	-2	0	-8%	-20%	-14
